# LGR2 antag = Drosophila LGR2 receptor signaling inhibition | HEK293 LGR2, CRE-luciferase, bursicon-stimulated, 4 h | inhibition, % at 9.99 µM | 380,000 tested, 0.35% active;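 active means drop in luminescence signal, shown as inhibition above about 50% in the replicate tests, limit read from the data, passing the limit was not always enough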;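 further: agonist challenge used bursicon conditioned medium at about half maximal strength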
# EWS-Fli block = EWS/Fli transcriptional activity inhibition | 350,000 tested, 0.67% active | inhibition, % at 12.6 µM | A673 NR0B1-luciferase reporter, viability-normalised;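 active means mean inhibition of at least 50% after viability correction, with every replicate also passing that limit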;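 further: firefly luciferase signal divided by Alamar Blue viability fluorescence both relative to DMSO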
# FN deposition inh = fibronectin deposition inhibition. AH1F fibroblasts, Alexa488-fibronectin deposition fluorescence, overnight. inhibition, % at 12.6 µM. 350,000 tested, 0.086% active. AID 743247;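 active means mean inhibition across replicates of 30% or more, regardless of how many single replicates reach that level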;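 further: positive control wells lacked labelled fibronectin entirely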
#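 Assay system: AH1F fibroblast monolayer, labelled fibronectin deposition. Amount: 10000 cells per well. Also added: labelled fibronectin 24 nM. Compound: single-point pinned compound. Incubation: cell attachment 1 h, compound and FN exposure overnight. Detection: fluorescence after three HBSS washes, excitation 485 nm, emission 525 nm. Read-out: inhibition of fibronectin deposition signal.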
# miR122 inh = blocks miR-122 activity in Huh7 sensor cells; activation (reporter increase), % at 12.5 µM; Huh7 miR-122 Renilla luciferase sensor, 48 h; neutral wells = 0, positive control = 100; AID 602342; 340,000 tested, 0.3% active;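 active means mean replicate activation score at least 90 and every replicate individually at or above 90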;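 further: higher luciferase means less miR-122 activity so hits act as miR-122 inhibitors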
# PAX8 reporter = lowers PAX8-driven luciferase in RMG-I cells; RMG-I TPO-luciferase reporter, SteadyGlo, 24 h; inhibition, % at 12.6 µM; 360,000 tested, 1.2% active; AID 652154;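 active means mean replicate inhibition at least 60% with every replicate also reaching 60%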;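 further: luciferase light reporting Pax8 driven TPO promoter activity; plate controls were median of neutral control wells for no effect and mitoxantrone controls for full effect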
# CASP6 VEID inh = caspase-6 (human) enzyme inhibition. AID 686996. inhibition, % at 12.5 µM. purified caspase-6, Z-VEID-R110 cleavage fluorescence. 350,000 tested, 0.53% active;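 active means mean inhibition across replicates at least about 35%, with every replicate also reaching that limit, limit read from the data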;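 further: 0% = median of neutral control wells and 100% = no fluorescence left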
# Target sequence (P55212 24-179 limits assumed): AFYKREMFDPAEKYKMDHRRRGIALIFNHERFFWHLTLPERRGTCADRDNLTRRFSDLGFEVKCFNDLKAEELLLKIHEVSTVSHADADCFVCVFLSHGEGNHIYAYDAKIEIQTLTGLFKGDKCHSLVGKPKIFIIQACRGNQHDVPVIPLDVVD
# Target sequence (P55212 194-293 limits assumed): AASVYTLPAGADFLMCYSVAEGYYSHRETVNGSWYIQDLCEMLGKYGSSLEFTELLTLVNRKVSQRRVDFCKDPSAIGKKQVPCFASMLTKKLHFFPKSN
# Cneo AK release = Cryptococcus neoformans lysis via adenylate kinase release; C. neoformans lysis, adenylate kinase release luminescence, 4 h; normalised: neutral wells 0, clomiphene wells 100; lysis activity, % at 15 µM; 360,000 tested, 0.2% active; AID 651654;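 active means mean lysis activity across replicates of at least 80%, whatever share of replicates individually reach that level; inactive means mean lysis activity below 80%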
#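 Test system: log-phase Cryptococcus neoformans yeast cells. Input: 5 × 10^6 yeast cells/mL. Medium: fresh YPD growth medium. Doses: single dose. Incubation: static 4 h at 37 °C with compound, 1 h detection. Measured by: luminescent adenylate kinase detection reagent. Read-out: signal increase indicating cell lysis. Benchmarks: Clomiphene.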
# PGC1a acetyl inh = modulators of PGC1a acetylation; inhibition, % at 15.6 µM; 350,000 tested, 0.17% active; AID 651687; U2OS PGC1a acetylation, AlphaScreen anti-acetyl-lysine; with virally co-expressed GCN5 acetyltransferase;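 active means every replicate shows inhibition of at least 40%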;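 further: 0% = neutral control wells and 100% = positive control wells; some results beyond the cut were filed as inactive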
# The depositor's hits bear a star; . = no result given; [ ] = another dose, or the depositor's remark.
SMILES,LGR2 antag,EWS-Fli block,FN deposition inh,miR122 inh,PAX8 reporter,CASP6 VEID inh,Cneo AK release,PGC1a acetyl inh
Cc1ccc2oc(=O)c3cc(C(=O)NCCCN4CCc5ccccc5C4)sc3c2c1,10.3,5.1,2.0,0.0,14.4,0.2,2.9,2.2
O=C(NC1CCCC1)c1nc2c(nnn2Cc2ccccc2Cl)c(=O)[nH]1,5.3,.,.,5.9,.,0.5,1.0,0.2
O=C(c1ccc(F)cc1)N1CCC(N2CCOCC2)CC1,.,.,-0.4,-0.8,7.6,.,-1.7,4.4
COc1cc(NC(N)=S)c(OC)cc1Cl,7.8,-3.5,0.7,.,-8.1,-2.5,.,.
c1ccc(-c2cccc(-c3ccccn3)n2)nc1,-42.7,13.2,.,-19.5,.,-10.4,-0.1,-39.5
CCN(Cc1ccccc1)C(=O)c1[nH]c2ccc(OC)cc2c1C,-0.9,-13.4,16.3,125.2*,6.5,-1.2,-2.7,-11.7
O=C(Nc1cccc(-c2ccc(N3CCOCC3)nn2)c1)c1ccc(F)cc1F,-72.7,-94.3,6.5,3.8,-173.7,-2.1,-0.6,11.6
COc1ccc2cc(-c3[nH]ncc3CN3CCCCO3)ccc2c1,-19.9,-16.1,0.8,6.6,26.9,-7.8,-3.0,4.5
O=C(Nc1ccc(-c2nc3ncccc3o2)cc1)c1ccc(Br)o1,.,.,-1.4,-3.6,-47.8,.,-1.1,-14.5
CCc1ccccc1NC(=O)C1CC(c2ccc(OC)cc2)=NO1 (stereo unspecified),-8.0,9.1,-3.1,2.3,-13.1,2.9,-1.6,-11.7
COc1ccc(C2=Nn3c(nnc3C3CCCCC3)SC2)cc1OC,.,.,-10.0,-1.9,8.0,.,2.8,7.8
COc1cccc(C(C)(O)c2nc(-c3ccccc3C)cs2)c1 (stereo unspecified),-14.2,-12.6,-8.2,2.4,1.8,1.6,-0.9,-3.0
Cc1nccn1CCC(=O)NC1CC(C)(C)Cc2c1cnn2-c1ccccc1 (stereo unspecified),7.3,0.6,.,.,13.0,-5.7,.,.
CCCC#Cc1ccc2c(c1)O[C@@H](CN(C)C(=O)CN(C)C)[C@H](C)CN([C@@H](C)CO)S2(=O)=O,-21.8,-2.8,-3.0,-5.4[16.7 µM],-5.4,-7.5,6.1,-4.8
c1cncc(COC2CCCN(Cc3nc(-c4cccs4)no3)C2)c1 (stereo unspecified),18.7,-13.0,-0.1,.,5.4,-0.4,.,.
CCC(C(=O)Nc1ccc(C(=O)N2CCCC2)cc1)c1ccccc1 (stereo unspecified),9.2,-2.0,6.8,-7.3,-15.7,0.9,-0.8,.
COc1cccc(-c2ccc3c(c2)O[C@H](CN(C)C(=O)C2CCCCC2)[C@@H](C)CN([C@@H](C)CO)S3(=O)=O)c1,14.8,11.3,.,52.1[16.7 µM],2.7,1.1,-5.6,-6.4
CCCNC(=O)N(C)C[C@H]1Oc2ncc(-c3ccc(F)cc3)cc2C(=O)N([C@@H](C)CO)C[C@@H]1C,0.0,-5.9,.,-6.0[16.7 µM],.,0.1,-6.1,-17.6
COCC(=O)Nc1ccc2c(c1)C(=O)N(C)C[C@H](OC)[C@H](C)CN(C)[C@@H](C)CO2,-18.9,-0.1,4.3,.,-2.4,-28.7,-55.3,-9.1
Cc1ccc(NC(=O)c2cc(-c3ccccc3)n[nH]2)cc1,-105.2,-32.3,0.9,-0.3,-6.6,-0.2,-0.2,25.9
CCCC#Cc1cnc2c(c1)C(=O)N([C@@H](C)CO)C[C@@H](C)[C@@H](CN(C)C(=O)Nc1cccc(F)c1)O2,10.8,0.9,-7.5,33.2[16.7 µM],33.2,4.0,2.7,-41.2
Clc1ccc(C(c2nnnn2C2CCCC2)N2CCSCC2)cc1 (stereo unspecified),12.3,4.3,.,6.8,.,-1.8,-11.1,-35.0
O=C(Nc1ccc2c(c1)OCO2)C1CC(=O)N(c2ccc3c(c2)OCCO3)C1 (stereo unspecified),8.0,3.7,0.4,.,-5.8,-1.2,.,.
O=C(O)CSCC(=O)Nc1ccc(Cl)cc1C(F)(F)F,-7.6,-10.4,.,.,3.0,-0.2,.,.
COc1ccc(S(=O)(=O)N(CC(C)C)CC(C)C)c2cccnc12,13.0,-12.1,-3.5,7.6,0.0,2.5,2.0,-8.4
Cc1cccnc1Nc1nc(-c2ccc(O)c(O)c2)cs1,-76.8,-18.0,.,-2.8,.,30.0,-7.0,1.1
O=S(=O)(c1ccc2c(c1)OCCO2)N1CCN(c2ncnc3sccc23)CC1,12.1,38.7,-5.0,0.3,21.2,-4.6,-2.0,7.2
CCOc1ccc(CN2CCN(Cc3cnn(CC)c3C)CC2CCO)cc1 (stereo unspecified),-16.2,6.5,11.7,.,-2.7,-7.4,.,.
O=C(Nc1ccccc1C(=O)O)c1ccc(NC(=O)C2CCCO2)cc1 (stereo unspecified),-14.2,.,.,1.5,31.3,-1.6,-5.5,0.5
COc1ccc(C)cc1S(=O)(=O)N(CC(=O)Nc1cc([N+](=O)[O-])ccc1C)c1ccc(C)c(C)c1,-6.6,1.4,-3.1,.,.,-2.3,.,.
CCN(CC(=O)NCc1cccs1)C(=O)c1cccc(Cl)c1,4.4,0.7,-0.8,4.2,-2.0,2.7,0.8,-2.0
COc1ccccc1Nc1ccc2c(O)cc(S(=O)(=O)O)cc2c1,-4.1,0.7,17.9,-5.4,-10.7,87.6*,-5.1,10.8
COc1ccccc1S(=O)(=O)N(C)C[C@H]1Oc2ncc(Br)cc2C(=O)N([C@@H](C)CO)C[C@H]1C,18.2,9.6,-7.1,1.3[16.7 µM],-10.5,2.1,2.5,3.0
C[C@H]1CN([C@@H](C)CO)C(=O)c2cccc(NC(=O)c3ccncc3)c2O[C@@H]1CN(C)C(=O)Nc1ccc(F)cc1,1.1,10.1,7.2,11.4[16.7 µM],-34.1,1.5,-1.2,2.3
CCC(C)NC(=O)C1c2cc(OC)c(OC)cc2C(=O)N(C)C1c1cccs1 (stereo unspecified),.,.,-0.5,-4.7,6.7,.,1.4,12.1
Cc1ccc(S(=O)(=O)N(C)C[C@H]2Oc3c(NS(=O)(=O)c4cn(C)cn4)cccc3C(=O)N([C@H](C)CO)C[C@@H]2C)cc1,-23.0,-10.8,.,1.7[16.7 µM],-18.9,.,.,4.8
Cc1cc(=O)n2[nH]c(-c3ccsc3-n3c(C)ccc3C)cc2n1,.,7.4,1.0,.,2.4,11.5,.,.
CCOc1ccc(C(=O)COC(=O)c2cc([N+](=O)[O-])ccc2N2CCOCC2)cc1,1.0,39.3,10.3,15.7,.,1.7,.,-19.0
COc1ccc(OC)c(NC(=O)c2cc(OC(C)=O)cc(C(=O)Nc3cc(OC)ccc3OC)c2)c1,13.9,21.0,-2.8,-2.7,6.8,-1.3,0.6,.
N/C(=N\OC(=O)c1ccccc1Br)c1ccc([N+](=O)[O-])cc1,-24.5,-85.6,1.4,.,-81.3,3.9,3.6,.
COc1ccc(-c2ccncc2)cc1OC,-20.5,-0.1,5.3,.,-43.1,-3.9,-0.6,.
COC(=O)[C@@H]1[C@@H](CO)[C@@H]2Cn3c(ccc(C4=CCCCC4)c3=O)[C@@H]2N1C(=O)C1CCC1,-20.4,3.2,.,-1.1[16.7 µM],.,1.1,-6.4,.
CN(C)S(=O)(=O)c1cccc(C(=O)Nc2n[nH]c(C(F)(F)F)n2)c1,-19.8,11.2,3.6,4.4,3.6,6.1,-1.0,-2.5
CC1=CC(C)C(C[N+]2(C)CCCCC2)C(C)C1 (stereo unspecified),-2.1,-14.6,-32.1,.,0.1,-15.9,.,.
COc1ccc(/C=N/NC(=O)c2cc3cc(OC)c(OC)cc3[nH]2)cc1,-13.4,12.3,15.5,2.7,17.8,2.2,-5.2,-8.4
CC(C)=NN/C(N)=N/C(=S)Nc1ccc(C)cc1,-13.4,.,-3.2,-2.0,4.6,.,2.5,-0.4
COc1ccc(C(=O)Oc2ccc3ccc(=O)oc3c2)cc1,-25.5,-10.4,-4.7,.,-17.2,-5.3,4.2,-2.0
N#Cc1ccccc1OCC(=O)OCC(=O)NC1CCCCC1,-0.4,3.1,5.9,.,9.6,0.1,-2.4,.
O=C(Cn1cnc2c(cnn2-c2ccc(F)cc2)c1=O)NCCc1ccccc1,-1.1,3.9,8.4,-7.3,12.2,1.2,1.3,10.4
COc1cccc(NC(=O)C[C@@H]2CC[C@@H]3[C@@H](COc4ccc(NC(=O)C5CC5)cc4C(=O)N3C)O2)c1,-12.9,-1.9,-6.6,2.0[16.7 µM],4.2,0.8,-0.1,4.7

# Part of the list above in order of formula weight, largest number first.
SMILES,LGR2 antag,EWS-Fli block,FN deposition inh,miR122 inh,PAX8 reporter,CASP6 VEID inh,Cneo AK release,PGC1a acetyl inh
COC(=O)[C@@H]1[C@@H](CO)[C@@H]2Cn3c(ccc(C4=CCCCC4)c3=O)[C@@H]2N1C(=O)C1CCC1,-20.4,3.2,.,-1.1[16.7 µM],.,1.1,-6.4,.
CN(C)S(=O)(=O)c1cccc(C(=O)Nc2n[nH]c(C(F)(F)F)n2)c1,-19.8,11.2,3.6,4.4,3.6,6.1,-1.0,-2.5
COc1ccc(/C=N/NC(=O)c2cc3cc(OC)c(OC)cc3[nH]2)cc1,-13.4,12.3,15.5,2.7,17.8,2.2,-5.2,-8.4
COc1ccc(C(=O)Oc2ccc3ccc(=O)oc3c2)cc1,-25.5,-10.4,-4.7,.,-17.2,-5.3,4.2,-2.0
CC1=CC(C)C(C[N+]2(C)CCCCC2)C(C)C1 (stereo unspecified),-2.1,-14.6,-32.1,.,0.1,-15.9,.,.

# (listing goes on)
SMILES,LGR2 antag,EWS-Fli block,FN deposition inh,miR122 inh,PAX8 reporter,CASP6 VEID inh,Cneo AK release,PGC1a acetyl inh
O=C(O)CCC(=O)N1CCc2cc(S(=O)(=O)N3CC=C(c4ccccc4)CC3)ccc21,30.5,-2.8,-3.0,-0.9,6.1,13.4,-0.4,-1.0
COc1ccc(-c2nc3cc(NC(=O)c4ccc5c(c4)OCO5)ccc3o2)cc1,.,.,16.8,-13.8,4.5,.,-8.4,.
O=C(c1ccc(F)cc1)N1CC2(C1)[C@H](c1ccccc1)[C@H](CO)N2Cc1ccccn1,-6.6,4.8,.,.,.,0.2,.,0.6
COc1ccc(-n2cnnc2SCC(=O)NC2CC2)cc1,-7.6,-5.3,15.4,0.8,4.7,-2.0,0.7,3.4
CC(=O)c1ccc(N2CCN(C(=O)CCC(=O)Nc3ccc4nc(N5CCN(C)CC5)cc(C)c4c3)CC2)cc1,6.7,-0.7,4.5,9.2,0.9,-27.3,-0.7,3.1
COc1ccc(Cc2nnc(Nc3c(C)cccc3C)o2)cc1OC,-15.7,2.0,-10.3,.,-10.9,0.5,4.2,5.4
COCCCN1C(=O)C(CC(=O)NCCN2CCOCC2)CC(C(=O)N(C(C)C)C(C)C)=C1C (stereo unspecified),-12.1,8.7,5.6,-0.1,-15.6,0.7,-0.5,-4.0
Cc1ccccc1NS(=O)(=O)c1ccc(C(=O)OCC(=O)NCC(C)C)cc1,16.2,-27.0,3.8,0.5,8.5,2.6,-0.3,4.3
COCCn1c(=O)[nH]c2cc(C(=O)NCCc3ccc(OC)c(OC)c3)ccc2c1=O,.,.,1.4,-0.3,15.4,.,-1.0,11.2
Cc1cccc(NC(=O)c2ccc3c(c2)CCN3S(C)(=O)=O)c1C,-12.6,-3.9,-4.6,-4.7,-25.2,-1.9,0.4,.
CC(C(=O)Nc1ccc(Cl)cc1Cl)N1C(=O)NC2(CCCCCCC2)C1=O (stereo unspecified),-18.3,6.2,-5.5,5.1,1.1,1.6,-1.5,-5.6
